Fam108B inh = mouse Fam108B serine hydrolase inhibitors, primary screen, counter-screen for RBBP9 inhibitor project, biochemical, fluorescence polarization; inhibition, % at 9.51 µM; recombinant Fam108B, FP-Rh probe fluorescence polarization; actives 0.33% (n = 300,000); AID 1947, 2009;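 active = inhibition above the screen mean inhibition plus 3 SD, computed separately per campaign, cut at about 18% in these data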;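 also: inhibitors lower polarization as less probe binds the enzyme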
MCL1 BIM primary = inhibitors of MCL1 binding to BIM-BH3, primary screen, biochemical, fluorescence polarization | GST-MCL1 / FITC-Bim-BH3 fluorescence polarization | inhibition, % at 10.9 µM | actives 0.68% (n = 320,000);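 active = inhibition above the mean inhibition of all tested compounds plus 3 SD, set per campaign, cut at about 40% in these data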;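 also: 0% = DMSO wells and 100% = unlabeled Bim-BH3 peptide control; higher means more loss of mP so more displacement of Bim peptide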
ZTA counter = blocks Epstein-Barr virus ZTA, an EBNA-1 counter-screen; P03206; ZTA-DNA binding, fluorescence polarization; inhibition, % at 11 µM; actives 0.15% (n = 320,000); in the data active = inhibition above about 33%
Target sequence (P03206 whole entry, looked up): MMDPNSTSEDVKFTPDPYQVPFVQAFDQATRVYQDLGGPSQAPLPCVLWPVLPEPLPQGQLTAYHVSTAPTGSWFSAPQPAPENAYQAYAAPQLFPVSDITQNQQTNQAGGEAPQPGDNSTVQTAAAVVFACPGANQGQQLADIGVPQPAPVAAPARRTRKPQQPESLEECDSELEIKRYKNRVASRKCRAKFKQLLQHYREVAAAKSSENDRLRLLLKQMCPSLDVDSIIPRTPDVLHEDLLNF
Efflux pump inh = inhibitors of Candida efflux pumps in yeast, primary screen, S. cerevisiae, Nile Red, multiplex; S. cerevisiae Candida pump triplex; actives 0.44% (n = 330,000); inhibition, % at 10 µM;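 active = plate passing quality check with inhibition over a set limit, or well fluorescence over plate mean plus 4 SD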;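 also: Nile Red retained in pooled yeast measured as flow cytometry median fluorescence; 0% = buffer negative control and 100% = Enniatin B positive control; higher means more Nile Red kept so more efflux inhibition; some compounds called inactive have numbers as strong as hits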
GLD-1 RNA inh = GLD-1/TGE RNA complex disruptors, primary screen, biochemical, fluorescence polarization. actives 0.44% (n = 320,000). AID 2280, 2010. Female germline-specific tumor suppressor gld-1 (Caenorhabditis elegans), Q17339. purified GLD-1 + fluorescein TGE RNA. inhibition, % at 5.96 µM;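 active = percent inhibition above a per-plate cutoff, the plate mean of test compounds plus 3 SD, cut at about 30% in these data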;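 also: 0% = DMSO wells with GLD-1 and probe and 100% = wells lacking GLD-1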
Target sequence (Q17339 whole entry, looked up): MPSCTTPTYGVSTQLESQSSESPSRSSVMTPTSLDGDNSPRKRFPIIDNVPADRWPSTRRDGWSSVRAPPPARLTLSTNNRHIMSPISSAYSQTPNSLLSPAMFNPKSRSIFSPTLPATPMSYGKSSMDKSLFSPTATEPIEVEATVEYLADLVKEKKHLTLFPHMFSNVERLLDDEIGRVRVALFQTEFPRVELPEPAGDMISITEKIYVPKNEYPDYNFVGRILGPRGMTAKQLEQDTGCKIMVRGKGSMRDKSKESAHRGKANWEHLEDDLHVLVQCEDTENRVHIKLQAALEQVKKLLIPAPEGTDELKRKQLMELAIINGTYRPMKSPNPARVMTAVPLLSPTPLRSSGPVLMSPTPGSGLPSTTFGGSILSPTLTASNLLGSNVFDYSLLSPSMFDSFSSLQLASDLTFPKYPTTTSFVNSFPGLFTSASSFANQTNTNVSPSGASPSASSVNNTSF
MEX-5 binding = MEX-5 zinc finger RNA-binding disruptors – biochemical, C. elegans, fluorescence polarization, MLPCN library, primary screen. activity score (negative = inhibition of binding), % at 10 µM. actives 0.38% (n = 300,000). AID 1832, 2009. MEX-5/FITC-TCR2 RNA binding; hits give low values;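 active = inhibition past about -25% in most replicates, and total fluorescence under double the plate's negative control median, limit read from the data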;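 also: 0% = DMSO and -100% = 5 µM competing unlabeled TCR2 RNA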
CR mimetic SO = reduction of superoxide in aged yeast, primary screen, HTS. S. cerevisiae aged cells, superoxide DHE fluorescence; hits give low values. superoxide response (% of plate mean), % at 10 µM. actives 0.18% (n = 330,000);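 active = superoxide response under a set limit, about three screen SD below normal, cut at about 65% in these data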;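 also: yeast aged for seven days with compound at 30 °C before DHE staining; 100% = average MFI of all compound-treated wells on the plate with controls excluded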
BCLXL inh = inhibitors of human Bcl-xL, primary screen, biochemical, fluorescence polarization, HTS; AID 2129, 2009; actives 0.7% (n = 320,000); Bcl-2-like protein 1 (Homo sapiens), Q07817; inhibition, % at 10.9 µM; GST-Bcl-xL / FITC-Bim BH3 peptide fluorescence polarization;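 active = inhibition above the mean of all tested compounds plus 3 SD, cutoff set per campaign, cut at about 30% in these data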;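 also: 0% = DMSO wells and 100% = unlabeled Bim-BH3 peptide competitor; inhibitors lower millipolarization by displacing the labeled peptide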
Target sequence (Q07817 whole entry, looked up): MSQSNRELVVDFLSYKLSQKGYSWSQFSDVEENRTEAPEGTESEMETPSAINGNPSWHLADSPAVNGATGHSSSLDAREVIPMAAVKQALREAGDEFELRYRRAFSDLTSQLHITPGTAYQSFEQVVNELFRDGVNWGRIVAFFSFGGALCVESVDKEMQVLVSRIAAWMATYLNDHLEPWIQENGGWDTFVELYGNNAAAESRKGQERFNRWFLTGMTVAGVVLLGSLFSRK
EBNA-1 inhibitor = EBNA-1 DNA-binding inhibitors, primary screen, biochemical, fluorescence polarization; inhibition, % at 14.8 µM; actives 0.34% (n = 300,000); AID 1950, 2009; in the data active = inhibition above about 28%
* = called active by the depositor; · = not tested or not shown.

SMILES	Fam108B inh	MCL1 BIM primary	ZTA counter	Efflux pump inh	GLD-1 RNA inh	MEX-5 binding	CR mimetic SO	BCLXL inh	EBNA-1 inhibitor
CC1CN(C(=S)NC(=O)c2ccc([N+](=O)[O-])cc2)CC(C)O1 (configuration not stated)	-12	-9	16	-0.1	3	-0.3	113	-6	1
CSc1ccccc1C(=O)NCCSc1ccc(C)cc1	-1	5	-6	0.2	1	0.8	95	5	10
COc1cc(/C(C)=N/N2CCN(Cc3ccc(C)cc3)CC2)ccc1O	3	5	-9	-0.1	-7	0.2	106	-3	-1
Cc1cc(C(=O)COC(=O)c2ccc(Br)o2)c(C)n1C	-7	0	2	0.0	-1	0.6	87	3	-3
CSc1nsc(SCC(=O)Nc2c(C)n(C)n(-c3ccccc3)c2=O)n1	1	12	0	0.0	-3	-1.7	92	4	3
CC1CCCC(n2cnc3cc(C(=O)O)ccc32)C1C (configuration not stated)	0	11	-7	0.1	3	2.5	102	4	-10
CCOc1ccc(NC(=O)C2CCN(S(=O)(=O)c3c(C)n[nH]c3C)CC2)cc1	0	3	4	0.1	-8	-2.7	98	5	-1
Cc1ccc(CCSc2ccc(C(C)C)cc2)cn1	-1	2	-9	0.2	6	1.4	108	22	-3
CCOC(=O)C1(Cc2ccc(Cl)cc2)CCN(C(=O)c2cnc(C)cn2)CC1	3	5	-10	-0.2	5	-0.8	95	-2	3
Cc1cc2cc3c(cc2nc1SCc1ccccn1)OCCO3	1	9	-7	0.1	6	-0.1	119	1	-4
COc1ccc(NC(=O)CSc2nnc(C)s2)cc1S(=O)(=O)N1CCOCC1	·	-6	7	0.2	-2	·	97	-6	·
Cc1cccc(N2CCN(C3=NC(=O)C(Cc4ccccc4)S3)CC2)c1 (configuration not stated)	-1	3	7	0.2	-1	-2.2	100	1	11
Cc1ccc(Cl)cc1NC(=S)N(CCCN1CCOCC1)Cc1ccccn1	-5	4	-5	0.8	-3	·	111	2	-4
CCN(CC)c1ccc(/C=N/NC(=O)CNC(=O)c2ccc3c(c2)OCCO3)cc1	2	-4	11	0.1	5	0.1	106	-2	-2
Cc1ccc(NC(=O)CSc2nnc(CNC(=O)c3c(F)cccc3Cl)o2)cc1	-2	1	8	-0.1	1	0.2	93	-1	13
CCOC(=O)N1CCC(NC(=O)C2CCN(S(=O)(=O)c3ccc4c(c3)oc(=O)n4C)CC2)CC1	-4	1	9	0.2	7	-1.4	102	-3	1
O=C(COc1ccc(S(=O)(=O)N2CCOCC2)cc1Cl)NC1CC1	0	-2	-14	0.0	2	-0.2	90	-2	-12
O=C(COC(=O)[C@H](Cc1c[nH]c2ccccc12)NC(=O)c1cccs1)NCc1ccccc1	0	-9	0	-0.6	4	1.8	97	0	0
O=C(c1ccccc1)c1ccc(Oc2ncccn2)cc1	-2	-1	-4	0.2	8	0.9	88	0	-20
Cc1ccc(N2C(=O)CN(Cc3sccc3C)C2=S)cc1C	7	7	-12	0.0	1	1.9	92	4	4
O=C(NN1C(=O)NC2(CCCCC2)C1=O)c1cc(F)cc(F)c1	·	-2	3	0.1	4	·	89	3	·
CCOC(=O)C(Cc1c(F)cccc1F)(NC(C)=O)C(=O)OCC	-1	6	12	-0.1	3	-0.8	97	7	13
Cc1ccc(NC(=O)COC(=O)CCc2ccc(S(=O)(=O)N3CCOCC3)cc2)cc1F	0	-1	0	0.0	0	0.1	95	-1	-12
Cc1ccc(NC(=O)CSc2nn3c(=O)c(C)nnc3s2)cc1Cl	0	9	-7	0.2	-2	-0.9	79	6	-5
Cc1cc(C)c2cc(CN(Cc3cccs3)Cc3nnnn3CC3CCCO3)c(=O)[nH]c2c1 (configuration not stated)	2	3	-6	0.1	5	-2.2	104	-3	-11
N#Cc1ccc(C(=O)N2CCN(S(=O)(=O)c3ccc(Cl)s3)CC2)cc1	·	6	9	-0.2	-1	·	87	2	·
Cc1cc(=O)n(C2CCS(=O)(=O)C2)[nH]1 (configuration not stated)	3	1	-1	-0.5	3	0.2	100	5	-15
Cc1cc(C)nc(NS(=O)(=O)c2ccc(NC(=O)c3ccco3)cc2)n1	-3	5	8	0.1	-6	3.1	93	-1	3
COc1cc(CCC(=O)OCC(=O)Nc2ncc(Cl)cc2Cl)cc(OC)c1OC	1	17	-17	0.0	12	-1.4	99	20	-13
COc1cccc(C2C(C#N)=C(N)N(N(C)C)C3=C2C(=O)CC(C)(C)C3)c1 (configuration not stated)	3	5	-6	0.2	-5	0.5	90	5	7
O=C(Cn1cc(Br)ccc1=O)Nc1ccc2c(c1)OCO2	·	3	-27	-0.1	6	·	92	3	·
CC1CCCCN1CC(O)COCCC12CC3CC(CC(C3)C1)C2 (configuration not stated)	-2	0	1	0.2	-6	0.4	113	12	5
COc1ccc(NC(=O)CN2CCN(C(=S)NC3CCCC3)CC2)cc1	0	1	2	0.3	-3	1.0	96	-1	-2
CC(=O)N1CC=CC1(CC(C)C)C(=O)NCc1cc(F)cc(C(F)(F)F)c1 (configuration not stated)	-1	-1	0	0.0	0	-2.2	89	-1	1
Cc1ccc(NC(=S)N2CCCC(c3nc4ccc(C)cc4[nH]3)C2)c(C)c1 (configuration not stated)	6	10	-10	-0.2	-6	-1.1	95	8	-2
O=C(CCN1CCN(Cc2ccccc2)CC1)NNC(=O)Nc1cccc(Cl)c1	0	7	-8	0.1	8	0.6	92	3	16

Compound profiles (already shown). Order of values: Fam108B inh, MCL1 BIM primary, ZTA counter, Efflux pump inh, GLD-1 RNA inh, MEX-5 binding, CR mimetic SO, BCLXL inh, EBNA-1 inhibitor
`Cc1ccc(NC(=O)CSc2nnc(CNC(=O)c3c(F)cccc3Cl)o2)cc1` as listed: -2, 1, 8, -0.1, 1, 0.2, 93, -1, 13
`CCOc1ccc(NC(=O)C2CCN(S(=O)(=O)c3c(C)n[nH]c3C)CC2)cc1` as listed: 0, 3, 4, 0.1, -8, -2.7, 98, 5, -1

More results follow.
SMILES	Fam108B inh	MCL1 BIM primary	ZTA counter	Efflux pump inh	GLD-1 RNA inh	MEX-5 binding	CR mimetic SO	BCLXL inh	EBNA-1 inhibitor
CCOC(=O)c1c(NC(=O)c2cccnc2)sc(C)c1C	-3	6	-17	-0.1	-1	-3.7	113	7	-7
CC1CN(C(=O)c2cccc(C(=O)N3CC(C)OC(C)C3)c2)CC(C)O1 (configuration not stated)	-1	-5	1	0.0	-1	-0.6	110	5	10
CCOC(=O)C1CCN(S(=O)(=O)c2ccc(NC(C)=O)c(Cl)c2)CC1	0	-2	-10	-0.2	0	1.1	106	2	-15
COc1ccccc1NC(CC(=O)c1ccccc1)C(=O)OCC(=O)c1ccc(C)c(C)c1 (configuration not stated)	0	2	-3	0.3	-5	-0.3	91	2	-1
N#C/C(=C(/O)c1ccc(Br)s1)c1nc2ccccc2[nH]1	-3	-3	2	0.0	2	-8.6	116	-4	-2
CC(C)N(CCCNC(=O)Cn1c(=O)c2cccn2c2ccccc21)Cc1ccccc1	3	6	-6	-0.1	-5	1.2	129	1	6
O=S(=O)(/N=C(/Nc1ccccn1)c1ccc(Cl)cc1)c1ccc(Cl)cc1	3	11	16	-0.1	9	0.7	102	5	-5
COc1ccc(NS(=O)(=O)c2cc3c(cc2C)N(C)CCO3)c(OC)c1	3	-13	4	0.0	0	-1.9	101	-14	-1
CC(=O)Nc1ccc(NC(=O)CN(C)CC(=O)Nc2ccccc2Br)cc1	-5	-3	-2	0.1	4	-1.0	108	-10	-8
O=C(COC(=O)c1cccnc1)Nc1cccc2ccccc12	1	2	-11	0.1	-4	1.7	114	1	-2
COCCN(C(=O)CCC(=O)Nc1nccs1)C(C(=O)NC(C)(C)C)c1ccc(C)cc1 (configuration not stated)	-3	4	7	0.0	4	-2.4	92	2	-5
O=C(Cn1cnc2ccccc2c1=O)NNC(=O)c1cccc([N+](=O)[O-])c1	·	-1	1	-0.2	0	·	84	1	·
Cc1ccc(CNC(=O)CN(c2ccc(C)cc2)S(=O)(=O)c2c(C)nn(C)c2C)cc1	-3	4	5	0.9	0	2.0	101	6	5
CCO[C@H]1OC(C(=O)N2CCCCCCC2)=C[C@@H](c2ccc(C(F)(F)F)cc2)[C@@H]1CCCO	0	8	3	0.1	5	-0.7	105	1	5
CCOc1ccc(C(=O)CCNC(Cc2cnc[nH]2)C(=O)O)cc1 (configuration not stated)	2	8	-19	0.0	-2	-4.0	92	3	5
O=Nc1c2ccc[nH]c-2c2ccc([N+](=O)[O-])cc12	-13	25	16	-0.2	-1	-0.9	103	22	11
COc1cc(/C=N/N2CCN(C3c4ccccc4-c4ccccc43)CC2)cc(OC)c1OC	-3	-6	-20	-0.2	4	-0.8	114	3	-11
COc1cc(NC(=O)Cn2cnc(S(=O)(=O)N3CCOCC3)c2)cc(OC)c1OC	0	-1	10	-0.2	6	-1.7	92	7	3
CCc1c(C)[nH]c2ccc(C)cc2c1=O	0	-1	11	0.1	1	1.8	89	-1	1
COc1ccc(NC(=O)c2ccccc2NC(=O)CN2CCCCCC2)cc1	·	0	-13	0.0	6	·	89	4	·
COC(=O)c1c(NC(=S)NN2CCOCC2)sc2c1CCCC2	2	5	6	0.0	3	1.1	106	6	2
Cc1sc(NC(=O)C2=COCCO2)nc1-c1ccc(F)cc1	-3	-2	-9	0.1	-8	-2.2	119	0	-3
CCn1c2ccccc2c2nnc(SCC(=O)Nc3cc(C)on3)nc21	1	-1	-6	-0.1	13	-0.9	94	5	6
O=C(CNC(=O)c1ccc(Oc2ccccc2)cc1)OCc1ccc(Br)cc1	-1	-3	-12	-0.1	0	1.5	94	-2	-12
COc1cc(OC)cc(C(=O)N[C@H](C(=O)Nc2ccc(S(=O)(=O)N(C)C)cc2)C(C)C)c1	7	-8	-7	0.0	-8	0.9	89	-6	5
COc1cc(OC)cc(C(=O)NCCNC(=O)c2ccco2)c1	0	9	8	0.0	-7	0.0	109	4	-4
O=C(CCC1CCN(C(=O)Cc2c(F)cccc2F)CC1)NC1CC1	-5	-8	-16	-0.1	-7	-0.8	82	-8	-10
CC(C(=O)O)c1ccc(N2Cc3ccccc3C2=O)cc1 (configuration not stated)	-1	0	9	0.2	4	0.8	118	-4	-6
CC1=CC(c2ccccc2)n2nc(N)nc2N1 (configuration not stated)	3	5	-1	0.2	11	0.0	100	-2	-3
COc1ccc(-n2nnnc2SCC(=O)c2ccc3c(c2)OCCO3)cc1	-7	1	-7	0.1	-6	1.8	99	6	28*
Cc1cc(C(=O)N2CCN(c3ncccc3C#N)CC2)no1	-1	8	-9	0.0	11	-1.0	102	6	-3
COc1ccc(/C=C/C2=CC(C)(C)NC(=S)N2)cc1	3	-2	1	0.0	-3	-0.9	99	-4	0
CN(C(=O)COC(=O)/C=C/c1cn(-c2ccccc2)nc1-c1ccc2c(c1)OCCO2)C1CCS(=O)(=O)C1 (configuration not stated)	-5	4	5	0.5	-1	-0.4	100	-1	-1
C=CCNC(=O)C1CC(=O)N(c2ccc(OCC(=O)Nc3ccc(Cl)cc3)cc2)C1 (configuration not stated)	2	0	0	-0.1	7	3.2	98	0	2
CCOc1ccc(CNC(=S)Nc2ccccc2)cc1Cl	-8	6	-12	-0.1	1	-1.2	103	1	-7
CCC(C(=O)Nc1nc(C)c(C(=O)OC)s1)c1ccccc1 (configuration not stated)	-1	0	3	0.1	-4	3.4	96	6	5

Source: PubChem BioAssay
